Bioassay records deposited in PubChem BioAssay by several laboratories.
pCIP destab = p/CIP-EGFP fusion destabilizers, primary screen, fluorescence, F442A cells; 0.01% of 290,000 active; 16 h; Q05BA5; AID 1984, 2009; decrease of EGFP signal, % at 10 µM;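 active means EGFP signal decrease of at least 30% at 10 µM or well 3 SD below plate mean, unless failing retest; inactive means the rest, including hits failing retest or dose response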; further: some compounds called inactive have numbers as strong as hits; many of its hits are not listed in these tables
CRFBP-R2 block = antagonists of CRF-BP/CRF-R2 complex, primary screen, cell-based, HEK293, calcium dye fluorescence, uHTS; AID 588475, 2011; inhibition, % at 11.8 µM; 0.59% of 350,000 active; CRF-induced calcium fluorescence;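 active means inhibition of the ligand-induced calcium signal above about 50% at the single tested concentration, limit read from the data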
IDE act = human IDE activators in live cells, primary screen, fluorescence polarization, HEK cells, FAbeta-B substrate; activation, % at 5.96 µM; 0.073% of 340,000 active; FAbeta-B cleavage; 0% vehicle, 100% cell-free pure enzyme wells; AID 493087, 2011; Insulin-degrading enzyme (Homo sapiens), P14735;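 active means activation above the mean of all tested compounds plus 3 SD, set per screening campaign, cut at about 17% in these data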
IMP-1 inhibitor = IMP-1 metallo-beta-lactamase inhibitors, primary screen, biochemical, epi-absorbance readout, Pseudomonas aeruginosa enzyme | metallo-beta-lactamase IMP-1 (Pseudomonas aeruginosa) | purified IMP-1, nitrocefin hydrolysis, epi-absorbance fluorescence | inhibition, % at 5.6 µM | 0.45% of 290,000 active;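 active means inhibition above the mean plus 3 SD of all compounds in the same screening run, cut at about 4.5% in these data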;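 further: 0% = IMP-1 with DMSO and 100% = DMSO wells lacking enzyme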
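assay system = purified recombinant IMP-1 metallo-beta-lactamase enzyme | schedule = 15 min preincubation plus 25 min reaction at 25 °C | signal = Epi-absorbance fluorescence, 480 nm excitation, 530 nm emission | read-out basis = percent inhibition from optical density relative to buffer-blank wells | controls = IMP-1 with DMSO as 0%, enzyme-free DMSO as 100%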
HCV NS3 hel inh = inhibitors of HCV NS3 helicase, primary screen, biochemical, Cy5 molecular beacon fluorescence | NS3 helicase DNA unwinding | inhibition, % at 10.9 µM | Hepatitis C virus NS3 helicase | 0.56% of 290,000 active;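 active means inhibition above the mean of all tested compounds plus 3 SD, set per campaign, cut at about 35% in these data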;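 further: 0% = DMSO wells and 100% = thioflavine S control wells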
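Assay system: hepatitis C virus NS3 helicase domain fragment enzyme. Also added: annealed dual-labelled DNA beacon duplex, ATP-started. Timing: 1 h reaction at 25 °C, ATP-initiated. Technique: Cy5 fluorescence at 0 and 60 min, beacon hairpin quenching. Evaluation: % inhibition of unwinding. Replication: one well per compound.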
GalR3 antag = GalR3 antagonists in HEK293 cells, primary screen, cell-based, fluorescence readout; HEK293 GalR3-CNG cAMP membrane potential fluorescence; galR3 body fused to GalR1 C-terminus; inhibition, % at 3 µM; 0.44% of 360,000 active;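 active means inhibition above the screen-wide average plus 3 SD, cut at about 13% in these data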;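 further: forskolin and galanin both at EC90 stimulate the cells; cAMP rise reported by CNG channel membrane potential dye signal; 0% = forskolin plus galanin with DMSO and 100% = forskolin alone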
Target sequence (O60755 1-299 limits assumed): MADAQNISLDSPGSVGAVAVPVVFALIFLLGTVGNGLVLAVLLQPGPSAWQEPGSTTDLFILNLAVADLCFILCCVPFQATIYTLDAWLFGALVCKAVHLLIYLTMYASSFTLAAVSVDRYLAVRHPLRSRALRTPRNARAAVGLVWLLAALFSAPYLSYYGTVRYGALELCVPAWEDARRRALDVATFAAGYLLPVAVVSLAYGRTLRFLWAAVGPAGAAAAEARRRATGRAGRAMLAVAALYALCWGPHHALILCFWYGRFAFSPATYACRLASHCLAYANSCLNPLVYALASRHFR
VIM-2 inhibitor = VIM-2 metallo-beta-lactamase inhibitors, primary screen, biochemical, epi-absorbance readout, Pseudomonas aeruginosa enzyme; purified VIM-2, nitrocefin hydrolysis, epi-absorbance fluorescence; inhibition, % at 5.6 µM; 0.89% of 290,000 active; AID 1527, 2009;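 active means inhibition above the mean of all tested compounds plus 3 SD, cutoff set per screening run, cut at about 7.5% in these data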;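 further: red hydrolysis product quenches plate fluorescence so inhibitors raise well fluorescence; 0% = enzyme with DMSO and 100% = DMSO without enzyme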
IDE inh = human IDE inhibitors in live cells, primary screen, fluorescence polarization, HEK cells, FAbetaB substrate | Insulin-degrading enzyme (Homo sapiens), P14735 | FAbetaB cleavage | inhibition, % at 5.59 µM | 0.41% of 320,000 active | AID 434962, 2010;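 active means percent inhibition above the average of all tested compounds plus 3 SD, set per screening campaign, cut at about 16% in these data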;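 further: IDE supplied by intact live HEK cells; FP after avidin binding of uncleaved biotin substrate so inhibition keeps polarization high; 0% = DMSO wells and 100% = 60 µM reference IDE inhibitor Ii1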
SUMO HTRF inh = inhibitors of in vitro SUMOylation cascade, primary screen, biochemical, HTRF, uHTS; HTRF SUMOylation assay, SAE1/SAE2 + UBC9; AID 2006, 2009; inhibition, % at 35 µM; SUMO-conjugating enzyme UBC9 (Homo sapiens), P63279; 0.36% of 290,000 active; in the data active means inhibition above about 50%, passing the limit was not always enough; further: strong numbers were not always called active
Target sequence (P63279 whole entry, looked up): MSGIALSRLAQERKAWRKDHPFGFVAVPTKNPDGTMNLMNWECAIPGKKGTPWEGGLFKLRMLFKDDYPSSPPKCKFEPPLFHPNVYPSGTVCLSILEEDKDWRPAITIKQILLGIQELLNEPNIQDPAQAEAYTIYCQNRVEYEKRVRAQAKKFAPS
* = called active by the depositor; . = no result given.

SMILES	pCIP destab	CRFBP-R2 block	IDE act	IMP-1 inhibitor	HCV NS3 hel inh	GalR3 antag	VIM-2 inhibitor	IDE inh	SUMO HTRF inh
CCS(=O)(=O)N1CCN(c2ccc([N+](=O)[O-])c(NCc3cccnc3)c2)CC1	-9	26	2	-0.4	-6	-8	-2.1	-6	12
COc1ccc(CN2C(=O)CN=C2Nc2cc(C)ccc2C)cc1	-1	3	-3	-7.2	7	-3	-0.3	2	15
CC(=O)Nc1ccc(C(=O)OC2CCOC2=O)cc1 (stereo unspecified)	6	-6	6	-0.5	6	-3	-0.2	-2	19
CS(=O)(=O)N(CCc1ccccc1)CC(N)=O	-4	-15	-1	-1.5	-7	0	0.4	-6	-4
COc1ccccc1C1NC(=O)NC(C)=C1C(=O)OC1CCCCC1 (stereo unspecified)	0	0	-5	-2.2	-6	0	0.4	1	19
Cc1ccc(S(=O)(=O)N(C)C)cc1NC(=O)C1CCCCC1	4	0	2	-1.8	7	-1	0.8	11	17
CCOc1ccc(/C=N/NS(=O)(=O)c2ccc(C)cc2)cc1OC	0	-4	2	-1.5	9	-4	-3.1	.	-3
O=C(CCn1c(=O)sc2ccccc21)NCc1ccco1	-11	18	-2	-0.3	1	-10	-2.0	-5	-16
CCOCC(=O)Nc1ccc(-c2cn3cccnc3n2)cc1	-2	-9	2	0.1	2	-4	-0.8	4	36
O=[N+]([O-])c1ccccc1/C=N/n1c(COc2ccccc2)n[nH]c1=S	-2	26	-11	-2.9	2	-2	0.7	2	-11
O=C(CCSCc1cccc(F)c1)NCc1ccc(F)cc1	-6	23	0	-1.8	-7	-7	-0.1	-1	19
COc1ccc(CNC(=O)COC(=O)c2ccc(OCC3CCCO3)cc2)cc1 (stereo unspecified)	.	8	3	.	.	-8	.	4	.
O=C(NCc1ccc(F)cc1)C(=O)NCC1OCCN1S(=O)(=O)c1ccc2c(c1)OCCO2 (stereo unspecified)	0	-2	5	-3.0	-4	-3	-4.3	1	-31
Cc1sc2ncn(CC(=O)NCCN3CCOCC3)c(=O)c2c1S(=O)(=O)N1CCC(C)CC1	3	9	6	-3.3	7	-2	-0.8	1	1
Cc1ccc(C(=O)CCC(=O)Nc2ccc(Cl)c(S(=O)(=O)Nc3cccc(Cl)c3)c2)cc1	-5	13	5	-2.2	4	-2	-0.1	-2	3
CSc1ccccc1OCc1cc(C(=O)N(C)Cc2c(C)n[nH]c2C)no1	5	-5	5	-2.2	7	.	-1.1	-4	2
COc1cccc(-n2c(=O)c3sccc3n(CC(=O)NC3CCCCC3)c2=O)c1	0	4	2	0.1	2	-8	-1.8	0	1
O=C(CCS(=O)(=O)c1ccc2c(c1)NC(=O)CO2)NCCc1ccccc1	-8	-11	-3	-2.2	0	-6	-1.7	-6	19
COc1ccc(OC)c(NC(=O)c2ccc(S(=O)(=O)N3CCN(C)CC3)cc2)c1	2	-13	2	-7.3	0	-2	1.3	1	-4
CC1Oc2ccccc2N(CC(=O)Nc2ccc3c(c2)OCCO3)C1=O (stereo unspecified)	-2	9	4	-0.7	-1	-1	-3.7	0	7
CCOc1ccc(Br)cc1C1C(C(=O)OC)=C(N)Oc2cc(N(C)C)ccc21 (stereo unspecified)	-15	-26	4	-2.1	2	-3	-0.8	-3	-3
Cc1ccc(S(=O)(=O)NNC(=O)C(O)(c2ccccc2)c2ccccc2)cc1	-9	-4	2	-2.0	-17	0	-3.0	10	8
O=C(N/N=C/c1cc(Br)ccc1O)Nc1ccccc1	-7	12	10	-2.2	-2	-1	0.0	-2	-8
CCN(CC)C(=O)N1CCN(C(=O)c2ccc(C)cn2)CC1	-22	1	7	0.8	-1	-1	-1.5	-1	10
CSc1nnc(C)c(=O)n1COC(=O)COc1ccccc1	-12	7	3	-3.6	0	-4	-3.4	2	13

Three entries from above, arranged by length of the SMILES, high to low:
SMILES	pCIP destab	CRFBP-R2 block	IDE act	IMP-1 inhibitor	HCV NS3 hel inh	GalR3 antag	VIM-2 inhibitor	IDE inh	SUMO HTRF inh
CCOc1ccc(Br)cc1C1C(C(=O)OC)=C(N)Oc2cc(N(C)C)ccc21 (stereo unspecified)	-15	-26	4	-2.1	2	-3	-0.8	-3	-3
CCOc1ccc(/C=N/NS(=O)(=O)c2ccc(C)cc2)cc1OC	0	-4	2	-1.5	9	-4	-3.1	.	-3
CCOCC(=O)Nc1ccc(-c2cn3cccnc3n2)cc1	-2	-9	2	0.1	2	-4	-0.8	4	36

(more compounds)
SMILES	pCIP destab	CRFBP-R2 block	IDE act	IMP-1 inhibitor	HCV NS3 hel inh	GalR3 antag	VIM-2 inhibitor	IDE inh	SUMO HTRF inh
COc1ccc(-n2c(Cc3ccccc3)nnc2SCC(=O)N2CCCc3ccccc32)cc1	-4	-1	4	-3.6	-5	-5	-2.5	-3	5
COc1ccccc1CNC(=O)COC(=O)COc1ccccc1Cc1ccccc1	.	14	6	.	.	0	.	-2	.
C/C(CC(=O)Nc1ccc(C)cc1C)=N\NC(=O)C(C)C	-4	4	3	-1.9	2	-1	-4.0	-1	16
COC(=O)c1cc(NC(=O)Cc2ccc(OC)c(OC)c2)cc(C(=O)OC)c1	-2	6	6	-0.7	-5	-4	0.0	7	1
CC(=O)c1cccc(N(C(=O)CNC(=O)c2ccco2)C(C(=O)NCc2ccco2)c2ccccc2)c1 (stereo unspecified)	-6	-2	6	-3.0	-1	-8	-4.2	5	4
CCOC(=O)c1ccccc1NC(=O)c1ccc(N(C)S(C)(=O)=O)cc1	0	5	-4	-4.0	4	-3	-2.1	4	12
Cc1ccc(C(=O)N/N=C\c2ccc(OC(=O)c3cccs3)cc2)cn1	4	17	4	-2.0	8	-4	-2.1	7	6
Cc1c(OCC(=O)OC(C)C)ccc2c3c(c(=O)oc12)CCC3	-10	6	6	-4.7	-3	-2	4.2	0	2
N#C/C(=C/c1cccnc1)c1ccccc1	7	12	3	-1.9	8	-4	1.0	2	-1
O=C(COc1c(Cl)cc(Cl)cc1Cl)c1ccc(Cl)cc1	-7	-14	5	0.2	19	-1	0.9	3	12
Cc1cc(C(=O)NN)c(C)o1	2	-4	8	-0.6	-7	-2	-1.0	-5	10
CCOc1ccccc1/C=C(\C(=O)O)c1ccc(S(=O)(=O)N2CCCCC2)s1	.	-8	-3	.	.	2	.	6	.
Cc1ccc(N/N=C/c2ccc(N3CCOCC3)cc2)cc1C	-2	2	3	-2.7	-8	-5	-0.5	-5	13
CCCCNc1nc2ccccc2nc1NS(=O)(=O)c1cccs1	-3	27	4	-0.1	9	-1	0.0	5	15
Cn1cc([N+](=O)[O-])c(C(=O)NCc2cc3cc(Cl)ccc3[nH]2)n1	-10	-26	2	-0.9	2	-2	-3.7	3	6
CC1CCc2c(C(=O)Nc3nccs3)csc2C1 (stereo unspecified)	-3	-48	-10	-0.8	0	-9	-2.4	3	31
O=C(COC(=O)C1C2CC3OC(=O)C1C3C2)Nc1ccc(Cl)cc1 (stereo unspecified)	-6	6	5	-3.3	0	-8	-1.4	-3	14
CCCc1ccc(OCc2nc(-c3ccc(NC(=O)c4ccco4)cc3)no2)cc1	-2	15	-1	-1.8	-6	-2	0.5	0	15
O=C(CCNS(=O)(=O)c1ccccc1)OCc1nc2ccsc2c(=O)[nH]1	.	-5	4	.	.	-3	.	3	.
COc1ccc(C(=O)N2CCC(CCC(=O)Nc3cccc(C)c3)CC2)cc1	-16	-1	1	-1.6	-5	-1	1.4	0	16
Cc1cc(NC(=O)CCN2CCN(CCO)CC2)ccc1Br	1	8	-1	-0.4	-9	-3	-0.6	-3	20
O=C(CCCSc1nnc(SCCCC(=O)c2ccc(F)cc2)s1)c1ccc(F)cc1	2	11	-4	-3.1	1	-3	-2.7	0	-10
CCCCCOC(=O)Nc1ccc(S(=O)(=O)Nc2cccc([N+](=O)[O-])c2)cc1	10	13	3	-1.4	6	0	-0.6	2	-28
COc1ccc(OC)c(NC(=O)COC(=O)c2nc(Cl)ccc2Cl)c1	1	-14	-1	-1.9	5	1	-0.9	4	-1
Cc1cccc(NC(=O)CNC(=O)CN2C(=O)NC3(CCCc4ccccc43)C2=O)c1C (stereo unspecified)	.	3	1	.	.	-1	.	0	.
CCOc1cc(/C=C2\C(=O)N(CCC#N)N=C2C)ccc1OCC(N)=O	-9	14	-3	-3.6	13	-4	-3.1	4	7
Cc1ccc(Sc2nc([N+](=O)[O-])nn2C)cc1	4	-5	2	-3.8	-10	-3	-3.5	-1	-12
COc1ccc2sc(-c3ccccc3OC)c(-c3ccc(OC)c(F)c3)c2c1	.	-3	3	.	.	3	.	-2	.

One compound at a time, from the list above:
N#C/C(=C/c1cccnc1)c1ccccc1 is listed with pCIP destab: 7; CRFBP-R2 block: 12; IDE act: 3; IMP-1 inhibitor: -1.9; HCV NS3 hel inh: 8; GalR3 antag: -4; VIM-2 inhibitor: 1.0; IDE inh: 2; SUMO HTRF inh: -1
CCCc1ccc(OCc2nc(-c3ccc(NC(=O)c4ccco4)cc3)no2)cc1 is listed with pCIP destab: -2; CRFBP-R2 block: 15; IDE act: -1; IMP-1 inhibitor: -1.8; HCV NS3 hel inh: -6; GalR3 antag: -2; VIM-2 inhibitor: 0.5; IDE inh: 0; SUMO HTRF inh: 15

Taken from the entries so far (two entries):
SMILES	pCIP destab	CRFBP-R2 block	IDE act	IMP-1 inhibitor	HCV NS3 hel inh	GalR3 antag	VIM-2 inhibitor	IDE inh	SUMO HTRF inh
Cc1ccc(Sc2nc([N+](=O)[O-])nn2C)cc1	4	-5	2	-3.8	-10	-3	-3.5	-1	-12
COc1ccc2sc(-c3ccccc3OC)c(-c3ccc(OC)c(F)c3)c2c1	.	-3	3	.	.	3	.	-2	.

Arranged by value in VIM-2 inhibitor (low to high): three of the compounds above.
Structure	pCIP destab	CRFBP-R2 block	IDE act	IMP-1 inhibitor	HCV NS3 hel inh	GalR3 antag	VIM-2 inhibitor	IDE inh	SUMO HTRF inh
Cc1ccc(S(=O)(=O)NNC(=O)C(O)(c2ccccc2)c2ccccc2)cc1	-9	-4	2	-2.0	-17	0	-3.0	10	8
O=C(COC(=O)C1C2CC3OC(=O)C1C3C2)Nc1ccc(Cl)cc1 (stereo unspecified)	-6	6	5	-3.3	0	-8	-1.4	-3	14
CS(=O)(=O)N(CCc1ccccc1)CC(N)=O	-4	-15	-1	-1.5	-7	0	0.4	-6	-4
